# ATXN viability: Viability Counterscreen for Primary qHTS for Inhibitors of ATXN expression. Potency, µM (top dose mostly 56.7 µM), actives largely listed as cytotoxic. S2 cells (HEK-293 line with an ATXN2-luciferase reporter) viability, CellTiter-Fluor protease fluorescence, 24 h. actives 0.49% (n = 400,000); also: potency is read from the fitted curve at half-maximal effect; nearly all actives have a fitted effect of over 40% in size
# ATXN2 expr inh: Primary qHTS for Inhibitors of ATXN expression; actives 0.72% (n = 360,000); Potency, µM (highest dose often 57 µM), inactives show top-dose activity change, negative = inhibition, actives largely listed as inhibitors; HEK-293 ATXN2-luciferase reporter, luminescence, 24 h; also: potency is read from the fitted curve at half-maximal effect; % is scaled to controls: 0 for no effect and ±100 for the full control effect; nearly all actives have a fitted effect of over 55% in size
#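 qHTS (up to 57 uM final) was run with 24 h compound exposure of reporter cells at 37 °C. Each well was multiplexed: SteadyGlo luminescence measured ATXN2-luciferase expression after a fluorogenic Gly-Phe-AFC viability readout (25 uM final).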
# Nrf2 ARE act: qHTS of Nrf2 Activators | AREc32 ARE-luciferase reporter (MCF7-derived line), luminescence, 24 h | Potency, µM (doses to about 46.1 µM), for inactives: at the highest dose activation, most hits filed as activators | actives 0.31% (n = 410,000); also: potency is read from the fitted curve at half-maximal effect; % of control where 0% means no effect; nearly all actives have a fitted effect of over 65% in size
#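 For detection, Steady-Glo was added and plates sat 30 min at RT; before that, AREc32_Fluc cells grown overnight in OPTI-MEM/5% FBS had been treated with 23 nL compound for 24 hr at 37 deg C.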
# A549 viability: Nrf2 qHTS screen for inhibitors: counterscreen for cytotoxicity. A549 ARE-Fluc cells, CellTiter-Fluor viability, 18-24 h. Potency, µM (highest dose often 46 µM), without a hit: top-dose activity change, negative = cytotoxicity, most hits filed as inhibitors. actives 0.16% (n = 390,000). AID 504648, 2011; also: potency is read from the fitted curve at half-maximal effect; % is scaled to controls: 0 for no effect and ±100 for the full control effect
#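 A549 ARE-Fluc cells in 5% FBS OPTI-MEM, 5000 cells/well, rested 2 h then exposed to compounds in concentration-response for 18-24 h at 37 °C. Viability by CellTiter-Fluor fluorescence (Ex 405/Em 525) after 30 min; luciferase luminescence (BugLite, 15 min, RT) read afterwards.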
# MCF10A rereplic: A quantitative high throughput screen for small molecules that induce DNA re-replication in MCF 10a normal breast cells. MCF 10A DNA re-replication, Hoechst nuclear intensity, 48 h. Potency, µM (series often up to 46.1 µM), for the others: top-dose activity, positive = re-replication, hits mostly activators. actives 2.9% (n = 350,000). AID 624296, 2012; also: potency is read from the fitted curve at half-maximal effect; % of control where 0% means no effect; nearly all actives have a fitted effect of over 50% in size
# Nrf2 inh: Nrf2 qHTS screen for inhibitors; AID 504444, 2011; actives 2.1% (n = 360,000); Potency, µM (highest dose often 46 µM), for the others: at the top dose activity change, negative = inhibition, usual class: inhibitors; A549 ARE-Fluc reporter, luciferase luminescence, 18-24 h; also: potency is read from the fitted curve at half-maximal effect; % is scaled to controls: 0 for no effect and ±100 for the full control effect; nearly all actives have a fitted effect of over 60% in size
#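 Quantitative HTS in A549 cells stably bearing an antioxidant response element-firefly luciferase construct. Inhibition of Nrf2-driven transcription was scored by luminescence after 18-24 h of compound exposure at 37 °C.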
# IL-1B inflam inh: qHTS for Inhibitors of Inflammasome Signaling: IL-1-beta AlphaLISA Primary Screen. THP-1 LPS/ATP IL-1B secretion, AlphaLISA, 16 h; hits give low values. activity change, % at 57.5 µM. actives 4.7% (n = 360,000); in the data active = activity change below about -50%; inconclusive = mostly about -30% to -49%; also: % is scaled to controls: 0 for no effect and ±100 for the full control effect
#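 THP-1 cells pretreated 1 hr with compounds (up to 57.5 uM final), then stimulated with LPS (250 ng/mL final) plus ATP (1.25 mM final); secreted IL-1B measured by AlphaLISA after 16 hr, decreased signal indicating inhibition.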
# HepG2 tox: qHTS for Inhibitors of TGF-b: Cytotox Counterscreen | actives 0.76% (n = 410,000) | HepG2 CAGA-GFP viability, ATP luminescence, 18 h | Potency, µM (series often up to 46.1 µM), without a hit: at the top dose activity change, negative = cytotoxicity, usual class: cytotoxic | AID 588856, 2011; also: potency is read from the fitted curve at half-maximal effect; some results filed as inactive show a strong effect at the top dose
#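 CellTiter-Glo luminescence gave cytotoxicity after 18 hours at 37 degrees C. The cells were HepG2 CAGA-GFP in 1% FBS DMEM, stimulated with 500 pg/mL TGF-beta after compound addition. %Activity was normalised to no-cell wells (complete cell-killing) and DMSO (no toxicity), and curves were fitted and classified.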
# TGFb inhibitor: qHTS for Inhibitors of TGF-b | Potency, µM (doses to about 46.1 µM), without a hit: at the highest dose activity, negative = inhibition, most hits filed as inhibitors | HepG2 CAGA-GFP TGF-b/SMAD3 reporter, GFP fluorescence, 18 h; TGF-beta stimulated, 500 pg/mL final | actives 1.2% (n = 410,000) | AID 588855, 2011; also: potency is read from the fitted curve at half-maximal effect; % is scaled to controls: 0 for no effect and ±100 for the full control effect; nearly all actives have a fitted effect of over 65% in size
#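 Cell-based qHTS in HEPG2 carrying a CAGA-GFP Smad reporter; compounds added before 500 pg/mL final TGF-beta, 18 h incubation at 37 degrees C, GFP fluorescence quantified per cell by imaging cytometry.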
# Active calls of the source: *; i = inactive; ? = inconclusive; nt = not tested or not shown; & = joins results of further samples; [ ] = remark or other dose. Unless noted, calls follow the shape of the dose curve; as a rule, active = well fitted curve in the direction sought with a large enough effect; inconclusive = small, poorly fitted or top-dose-only effect, or another doubt; inactive = no such curve, though single readings can be large; an effect the other way counts as inactive or inconclusive.
# Second line of a record – IL-1B inflam inh	TGFb inhibitor	Nrf2 ARE act	MCF10A rereplic	ATXN2 expr inh	A549 viability	ATXN viability	HepG2 tox	Nrf2 inh
CC(=O)c1ccc(N2CCN(C(=O)C(=O)c3c(C)[nH]c4ccccc34)CC2)cc1
→ 0	-15%	2.8%	16%	7%	-18%	i	-23%	8%
C/C(N)=C(/C#N)C(=O)COC(=O)Cc1coc2cc(C)ccc12
→ 16	2%	3.4%	-1%	-8%	-13%	i	-3%	-22%
Cn1c(SCCN2CCCC2)nnc1C1CCN(S(=O)(=O)c2ccc(F)cc2)CC1
→ 13	4%	-0.2%	?	11%	2%	i	-6%	13%
CC(C)CC(C(=O)O)N(Cc1ccccc1)Cc1ccccc1 (stereo unspecified)
→ 22	5%	-0.1%	-4%	-3%	-2%	i	-3%	nt
Cc1ccc2nc(SCC(=O)Nc3cccc(F)c3)nc(=O)n2c1
→ 6	?	2.6%	8%	4%	0%	?	-5%	-21%
COc1ccc(C(OC(=O)c2cccs2)C(=O)NCC2CCCO2)cc1 (stereo unspecified)
→ -59*	-1%	-0.1%	-15%	7%	0%	i	-3%	8%
O=C(CN(C(=O)CNS(=O)(=O)c1ccccc1)C1CCCC1)NCc1ccco1
→ 6	1%	-0.4%	-6%	-4%	-5%	i	1%	1%
CC(=O)c1ccc(OCc2cc(C(=O)N3CCC(Oc4ccccc4C)CC3)no2)cc1
→ -3	?	2.9%	?	25%	-6%	i	-32%	?
COc1ccc(-c2cc(C(F)(F)F)c3c(=O)n(-c4ccccc4)[nH]c3n2)cc1
→ 19	0%	0.0%	17%	nt	1%	nt	4%	1%
Cc1ccc(C(=O)Nc2cccc(C(=O)NC3CCCCC3)c2)cc1
→ -26	-29%	1.9%	0%	-2%	0%	i	-19%	2%
CC(C1CCN(Cc2nc(C3CC3)no2)CC1)N1CCOCC1 (stereo unspecified)
→ 24	-25%	0.0%	22%	nt	-7%	i	-12%	?
C=C(C)CN=c1scc(C)n1/N=C/c1ccco1
→ -2	-2%	13µM*	17%	4%	-8%	i	-13%	2%
O=c1c2ccccc2oc2cc(-c3ccc4[nH]ccc4c3)ccc12
→ 35	?	8.4%	?	75%[activator]	-5%	?	-39%	?
O=C1c2ccccc2C(=O)N1C1CCCCC1
→ 7	3%	-0.4%	0%	1%	4%&4%	i	3%	10%&-9%
O=C(NCc1ccncc1)C1Cc2c(-c3ccc(Cl)cc3)ccnc2O1 (stereo unspecified)
→ 0	21%	-0.5%[9.22 µM]	nt	-23%	nt	i	0%	nt
Cc1ccc(OCc2cc(C(=O)NCC(C)(C)N3CCOCC3)no2)cc1C
→ -70*	0%	0.5%	?	29%	2%	i	-2%	?
O=C(c1ccc2ccccc2c1)N1CCN(c2ccccc2)CC1
→ 5	?	0.3%	5%	7%	2%	i	-2%	?
O=C(O)c1cc(S(=O)(=O)N2CCCC2)ccc1Br
→ 5	-6%	-1.1%	3%	18%	1%	i	1%	nt
COc1ccc(/C=C/C(=O)NCC(=O)N/N=C/c2cccnc2)cc1
→ -15	0%	0.1%	7%	-26%	2%	nt	-3%	-6%
c1ccc(-c2nn3c(-c4ccccc4)nnc3o2)cc1
→ -51*	-34%	25%	nt	nt	nt	?	-57%	nt

# Second line of a record – IL-1B inflam inh	TGFb inhibitor	Nrf2 ARE act	MCF10A rereplic	ATXN2 expr inh	A549 viability	ATXN viability	HepG2 tox	Nrf2 inh
COc1ccc(/C=C(/NC(=O)c2ccccc2)C(=O)N2CCCC2)cc1
→ 12	-21%	0.6%	1%	-10%	-3%	i	7%	?
NC(=O)C1(NC(=O)[C@@H]2CC3(CC(c4cccc(NC(=O)[C@@H]5CCC(=O)N5)c4)=NO3)CN2C(=O)Cc2ccc(C(F)(F)F)cc2)CC1 (stereo partly specified)
→ 27	0%	-0.3%	7%	9%	0%	i	-2%	4%
COc1cccc2cc(C(=O)Nc3ccccc3Cl)/c(=N/NS(=O)(=O)c3ccccc3)oc12
→ 0	9%	5.0%	2%	8%	16%	i	1%	25%
CCCC(C)NC(=O)CN1C(=O)NC2(CCc3ccccc32)C1=O (stereo unspecified)
→ 14	-16%	-0.8%	11%	17%	0%	i	4%	1%
CCCCN(C(=O)COc1ccc(F)cc1)c1c(N)n(CC(C)C)c(=O)[nH]c1=O
→ -14	8%	-2.8%	nt	nt	nt	i	-2%	nt
COc1ccc(Nc2nc3ccccc3s2)cc1
→ -16	7%	14%	6%	17%	-12%	i	0%	14%
COc1ccc(CNC(=O)CC23CC4CC(CC(C4)C2)C3)cc1
→ -3	-7%	3.1%	?	18%	-10%	?	-30%	?
COc1cccc(OCc2nnc(SCC(=O)OC3CCCCC3)n2C)c1
→ -11	4%	-0.2%	-1%	-3%	1%	i	2%	19%
Cc1ccccc1NC(=O)CSc1nnnn1C
→ 4	6%	-0.4%	5%	1%	0%	i	-4%	-1%
Cn1c(SCc2cccc(F)c2)nnc1-c1cnccn1
→ -5	3%	0.0%	-5%	7%	-2%	i	-27%	?
Cc1ccc(Nc2nnc(SCC(=O)NC(Cc3c[nH]c4ccccc34)C(=O)O)s2)cc1 (stereo unspecified)
→ 24	-3%	-0.2%	12%	nt	-3%	i	3%	8%
CS(=O)(=O)c1ccc2nnn(OCC(=O)Nc3cccc(C#N)c3)c2c1
→ -18	2%	10%	3%	nt	-3%	i	19%	5%
COc1ccccc1NC(=O)CS(=O)(=O)c1cn(CC(=O)N2CCOCC2)c2ccccc12
→ 0	-14%	-0.7%	-3%	nt	0%	i	-7%	-1%
COc1ccccc1-c1noc(-c2ccccc2C(=O)Nc2ccccc2)n1
→ 5	5%	-0.5%	2%	0%	-1%	i	-7%	14%
CN(NC(=O)c1cccc(Cl)c1)c1nc(-c2ccccc2)nnc1C(F)(F)F
→ 19	?	0.3%	?	-23%	-11%	i	5%	nt
CN(c1ccccc1N(C)S(=O)(=O)c1ccccc1)S(=O)(=O)c1ccccc1
→ 56	-27%	0.0%	-1%	6%	-1%	i	-3%	3%
CCN1CCN(Cc2ccc(NC(=O)c3ccc(C)c(NC(=O)c4cncc(-c5cccs5)c4)c3)cc2C(F)(F)F)CC1
→ -110*	?	-2.8%	5.2µM*	14µM*	?	nt	10µM*	8.2µM*
C=C(C)c1cccc(C(C)(C)NC(=O)NCCCN2CCCC2=O)c1
→ 21	-3%	0.3%	4%	-6%	-4%	i	-6%	-2%
O=C(COc1ccc(-n2cnnn2)cc1)Nc1ccc(F)c(F)c1F
→ -17	4%	-0.4%	2%	nt	0%	i	-2%	?
CCC(C)Nc1nc2c(c(=O)[nH]c(=O)n2C)n1CCCc1ccccc1 (stereo unspecified)
→ 6	-1%	2.5%	7%	-23%	-5%	i	-6%	?

# Second line of a record – IL-1B inflam inh	TGFb inhibitor	Nrf2 ARE act	MCF10A rereplic	ATXN2 expr inh	A549 viability	ATXN viability	HepG2 tox	Nrf2 inh
COc1ccc(CN2C3CCC2CC(NC(=O)c2cc(OC)c(OC)c(OC)c2)C3)cc1 (stereo unspecified)
→ -19	12%	2.0%	-2%	?	0%	i	22%	-11%
Cc1[nH]n(-c2ccccc2)c(=O)c1C(c1cc(Cl)ccc1O)c1c(C)[nH]n(-c2ccccc2)c1=O
→ nt	7.9µM*	15%	nt	nt	2%	nt	-62%	-3%
Cc1nc(Sc2nnnn2-c2ccccc2)c(C#N)c(C)c1C
→ 8	-2%	-1.1%	-2%	-15%	8%	i	0%	-14%
S=C(Nc1ccc(Cl)c(Cl)c1)N1CCOCC1
→ 0	0%	4.1%	0%	2%	13%	i	3%	-19%
Cc1cc(OC(=O)c2ccc(S(=O)(=O)N(C)C)cc2)c([N+](=O)[O-])c(=O)[nH]1
→ 0	3%	0.0%	2%	9%	-2%	i	-1%	-11%
O=C(CCN1C(=O)C2CC=C(Cl)CC2C1=O)NCc1ccco1 (stereo unspecified)
→ 2	-1%	-0.5%	-2%	-6%	-4%	i	-18%	-2%
COc1cc(NC(=O)CCc2c(C)noc2C)c(C(=O)O)cc1OC
→ 17	0%	-0.4%	nt	nt	nt	i	-1%	nt
Clc1ccc(CSc2ncccn2)cc1
→ -15	-10%	-0.6%	7%	21%	-6%	i	-1%	18%
c1ccc(C(Cc2nc(-c3ccccn3)no2)c2ccccc2)cc1
→ -2	?	3.1%	?	24%	15%	i	-10%	?
COc1ccc(/C=N/N2C(=O)c3ccccc3C2=O)cc1
→ 4	12%	-0.4%[9.22 µM]	-6%	7%	0%	i	3%	19%
COc1ccc(OS(=O)(=O)c2c(C)noc2C)cc1
→ -1	2%	1.6%	4%	4%	1%	i	-7%	?
COC(=O)c1ccc(S(=O)(=O)NCCSc2nnc3c4ccccc4n(C)c3n2)cc1
→ 11	-13%	-0.4%	3%	-1%	-17%	i	-3%	?
C=CCNC(=O)N1c2ccccc2Sc2ccccc21
→ 5	-9%	-0.5%	-12%	nt	4%	i	-8%	-7%
O=C(CCn1c(=O)c2sccc2n(Cc2ccccc2F)c1=O)NCc1ccc2c(c1)OCO2
→ nt	-19%	0.3%	nt	nt	-4%	nt	-5%	-3%
C=CCCCCCCCCC(=O)NNC1=CC(=O)CC(C)(C)C1
→ 11	-14%	3.5%	-6%	-13%	2%	i	-3%	8%
CCn1c(SCC(=O)Nc2ccc(OC)cc2)nc2c1c(=O)n(C)c(=O)n2C
→ 5	0%	0.0%	12%	-27%	0%	i	-19%	1%
CC1CCCC(NC(=O)COC(=O)c2cc(S(=O)(=O)N3CCCCC3)ccc2N2CCOCC2)C1C (stereo unspecified)
→ 2	-12%	-0.2%	8%	-4%	-1%	i	-2%	-14%

# Screens (PubChem BioAssay)
